ERp5 inh: inhibitors of human ERp5. ERp5 insulin aggregation, absorbance 650 nm, 90 min. Q15084. inhibition, % at 9.99 µM. hit rate 0.05% among 350,000;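 active = mean replicate inhibition above about 25%, with every replicate also reaching it, limit read from the data, passing the limit was not always enough; inconclusive = only one of those two criteria met; inactive = neither criterion met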
Target sequence (Q15084 whole entry, looked up): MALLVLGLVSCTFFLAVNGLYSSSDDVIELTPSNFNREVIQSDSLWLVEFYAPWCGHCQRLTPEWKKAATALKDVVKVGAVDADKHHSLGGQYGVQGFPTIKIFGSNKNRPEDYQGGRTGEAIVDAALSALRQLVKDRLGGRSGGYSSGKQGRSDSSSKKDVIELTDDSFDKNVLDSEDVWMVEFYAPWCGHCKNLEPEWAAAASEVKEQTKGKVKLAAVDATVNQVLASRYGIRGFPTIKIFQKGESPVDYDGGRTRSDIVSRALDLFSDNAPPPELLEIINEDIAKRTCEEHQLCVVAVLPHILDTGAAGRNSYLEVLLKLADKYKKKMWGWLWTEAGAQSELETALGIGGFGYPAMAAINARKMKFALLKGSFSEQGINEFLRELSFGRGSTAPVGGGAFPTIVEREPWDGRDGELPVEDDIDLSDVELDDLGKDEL
GSIS activator: primary screen for activators of insulin secretion dependent on glucose, INS-1E cells, GLuc reporter luminescence; activation, % at 16.6 µM; INS-1E GLuc reporter insulin secretion, 2-3 h; hit rate 0.61% among 370,000;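 active = lowest replicate activation of at least 40%, so every replicate reaches that level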;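 note: 0% = median of neutral control wells and 100% = median of IBMX positive control wells; some compounds called inactive have numbers as strong as hits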
XiGFP reactiv: reactivates the inactive X chromosome in mouse fibroblasts; hit rate 0.055% among 360,000; XiGFP mouse fibroblasts, % GFP-positive cells imaging, 3 d; cells co-treated with 5-aza-dC sensitizer; scaled so ellipticine positive control = 100%; activation, % at 7.58 µM;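 active = mean normalized replicate activation at least 10% and every replicate at or above 10%; inconclusive = only one of the two criteria met; inactive = mean below 10% and not all replicates reach 10%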;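 note: 0% = median of on-plate neutral control wells and 100% = ellipticine 6 µM median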
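assay system = SV40-immortalized XiGFP fibroblast cells, line 68-5-11 | buffer or medium = DMEM plus 5-aza-dC sensitizer | doses = single-point pinned compound dosing | times = 3-day compound exposure, then 15 min fixation at room temperature | benchmarks = positive control ellipticine, 6 µM final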
PAX8 inh HTS: PAX8 transcriptional activity inhibition. RMG-I TPO-luciferase reporter, SteadyGlo, 24 h. inhibition, % at 12.6 µM. hit rate 1.2% among 360,000. AID 652154;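 active = mean replicate inhibition at least 60% with every replicate also reaching 60%; inconclusive = only one of the two criteria is met; inactive = mean below 60% and not all replicates reaching 60%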;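 note: luciferase light reporting Pax8 driven TPO promoter activity; plate controls were median of neutral control wells for no effect and mitoxantrone controls for full effect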
ARNT-TACC3 inh: disruptors of human ARNT/TACC3 interaction; Q9Y6A5; AlphaScreen His-ARNT PAS-B/GST-TACC3 binding, luminescence; TACC3 fragment carries E629A point mutation; inhibition, % at 9.99 µM; hit rate 0.66% among 390,000;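 active = mean inhibition of replicates at least 50% and at least half of replicates each reaching 50%; inconclusive = half or more replicates reach 50% but mean below 50%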;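 note: 0% = complete ARNT plus TACC3 wells and 100% = ARNT alone without TACC3; many hits fall short of the cut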
DENV2 CPE rescue: DENV2-induced cell death inhibition. DENV2-infected cells, cytopathic effect rescue, plate reader. CPE inhibition, % at 9.99 µM. hit rate 1.7% among 350,000; in the data active = CPE inhibition above about 20%, passing the limit was not always enough; inconclusive = no clear call, values can overlap the other calls; tested in BHK-21 cells;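 note: 0% = median of neutral control wells and 100% = median of positive control wells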
CFTR F508del cor: correctors of CFTR F508del function in bronchial epithelial cells | hit rate 0.36% among 350,000 | activity (quench increase), % at 7.58 µM | CFBE cells, YFP halide quenching; stimulated with forskolin plus potentiator P3; % fluorescence drop versus neutral controls;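 active = mean added fluorescence quench of at least 8% versus neutral control, with both replicates also reaching 8%; inconclusive = only one of the mean or replicate conditions met; inactive = mean below 8% and not both replicates reaching 8%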;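 note: cells transiently co-express mutant CFTR-F508del with the halide-sensitive YFP; corrector assay measuring rescue of mutant channel to the surface after 24 h compound exposure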
EWS-Fli block: blocks EWS/Fli oncoprotein-driven transcription; A673 NR0B1-luciferase reporter, viability-normalised; inhibition, % at 12.6 µM; hit rate 0.67% among 350,000; AID 651661;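 active = mean inhibition of at least 50% after viability correction, with every replicate also passing that limit; inconclusive = mean reaches 50% but only one of two replicates passes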;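 note: firefly luciferase signal divided by Alamar Blue viability fluorescence both relative to DMSO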
An asterisk follows results filed as active; ? = inconclusive; . = not tested or not shown; & = joins results of further samples.

SMILES	ERp5 inh	GSIS activator	XiGFP reactiv	PAX8 inh HTS	ARNT-TACC3 inh	DENV2 CPE rescue	CFTR F508del cor	EWS-Fli block
Cc1cccc(C(=O)NCc2nnc(SC(C)C(=O)Nc3nnc(C)s3)n2C)c1 (stereo not drawn)	-4	17	0.6	3	-2	.	2.0	-5
Cc1ccc(C)c(OCC(=O)N(C)CC(=O)Nc2ccc(Cl)c(C(F)(F)F)c2)c1	2	-51	0.2	7	35	-4	7.9	5
O=c1c2cc(Br)ccc2nc(-c2ccc(Cl)cc2)n1O	-1	3	0.0	13	-17	-5	-0.6	27
COc1ccccc1NS(=O)(=O)c1cc(C(=O)N2CCCCCC2)ccc1C	4	-16	-0.5	-8	7	1	18*	7
Cc1ccc(C(=O)c2coc3cc([N+](=O)[O-])c(O)c([N+](=O)[O-])c23)cc1	1	-40	-0.1	15	.	4	1.3	-12
C=CCN1C(=O)C(CC(=O)O)SC1=Nc1cccc([N+](=O)[O-])c1 (stereo not drawn)	1	44	0.0	-37	-4	-3	0.0	12
Cc1ccc(NS(=O)(=O)c2c(C(=O)N3CCOCC3)c(C)n(C)c2C)cc1C	2	.	0.0	1	-6	9	-1.7	-4
COc1ccc(S(=O)(=O)N(C)C[C@@H]2Oc3ccc(NC(=O)NC4CCCCC4)cc3CC(=O)N([C@H](C)CO)C[C@H]2C)cc1	0	0	-0.2	.	-1	.	-1.7	-9
CCN(Cc1ccncc1)C(=O)CCc1nnc(CCC2CCCCC2)o1	-7	3	0.0	-7	-2	-3	-2.2	-16
O=C(CSc1nccc(=O)[nH]1)Nc1cccc2ccccc12	5	10	0.0	6	3	-3	1.8	3
CCOC(=O)C1(Cc2ccccc2C(F)(F)F)CCN(C2CCSC2)CC1 (stereo not drawn)	2	-4	0.0	18	14	-2	3.3	12
Cc1cc2ncn(CC3CC3(Cl)Cl)c2cc1C (stereo not drawn)	8	-4	0.1	-13	4	-1	2.3	-3
CC(C)NC(=O)N(C)C[C@@H]1Oc2ccc(NS(=O)(=O)c3ccccc3)cc2C(=O)N([C@@H](C)CO)C[C@@H]1C	-3	20	-0.1	-8	-3	-5	-0.1	2
COc1cc(OC)cc(C(=O)NCc2ccc(-n3cccc3)cc2)c1	0	-5	0.1	7	14	-1	-3.6	-2
COc1ccc(C(=O)c2ccc3oc(-c4ccc(OC)cc4)c(C#CCCO)c3c2)cc1	4	4	-0.1	16	-12	79*	4.7	11
C[C@@H]1CN([C@@H](C)CO)C(=O)c2cc(NC(=O)c3ccncc3)ccc2O[C@H]1CN(C)C(=O)Nc1cccc2ccccc12	7	1	0.0	-5	-11	19	1.9	9
COc1ccc(S(=O)(=O)N(C)C[C@H]2Oc3ccc(NC(=O)NC(C)C)cc3C(=O)N([C@@H](C)CO)C[C@H]2C)cc1	.	9	0.2	.	.	.	-0.5	2
O=C(CSc1nccc(=O)[nH]1)Nc1ccc(S(=O)(=O)N2CCOCC2)cc1	7	-12	.	.	-4	6	0.1	8
CN(CC(=O)NC(=O)Nc1ccccc1F)Cc1ccccc1	0	47	-0.1	-53	-2	12	-0.5	-27
CNC[C@H]1Oc2ccc(NC(=O)NC3CCCCC3)cc2C(=O)N([C@H](C)CO)C[C@H]1C	5	10	-1.3	15	-10	7	1.2	-13

Already shown: 14 of the compounds above.
SMILES	ERp5 inh	GSIS activator	XiGFP reactiv	PAX8 inh HTS	ARNT-TACC3 inh	DENV2 CPE rescue	CFTR F508del cor	EWS-Fli block
Cc1ccc(NS(=O)(=O)c2c(C(=O)N3CCOCC3)c(C)n(C)c2C)cc1C	2	.	0.0	1	-6	9	-1.7	-4
COc1ccc(S(=O)(=O)N(C)C[C@@H]2Oc3ccc(NC(=O)NC4CCCCC4)cc3CC(=O)N([C@H](C)CO)C[C@H]2C)cc1	0	0	-0.2	.	-1	.	-1.7	-9
CCN(Cc1ccncc1)C(=O)CCc1nnc(CCC2CCCCC2)o1	-7	3	0.0	-7	-2	-3	-2.2	-16
O=C(CSc1nccc(=O)[nH]1)Nc1cccc2ccccc12	5	10	0.0	6	3	-3	1.8	3
CCOC(=O)C1(Cc2ccccc2C(F)(F)F)CCN(C2CCSC2)CC1 (stereo not drawn)	2	-4	0.0	18	14	-2	3.3	12
Cc1cc2ncn(CC3CC3(Cl)Cl)c2cc1C (stereo not drawn)	8	-4	0.1	-13	4	-1	2.3	-3
CC(C)NC(=O)N(C)C[C@@H]1Oc2ccc(NS(=O)(=O)c3ccccc3)cc2C(=O)N([C@@H](C)CO)C[C@@H]1C	-3	20	-0.1	-8	-3	-5	-0.1	2
COc1cc(OC)cc(C(=O)NCc2ccc(-n3cccc3)cc2)c1	0	-5	0.1	7	14	-1	-3.6	-2
COc1ccc(C(=O)c2ccc3oc(-c4ccc(OC)cc4)c(C#CCCO)c3c2)cc1	4	4	-0.1	16	-12	79*	4.7	11
C[C@@H]1CN([C@@H](C)CO)C(=O)c2cc(NC(=O)c3ccncc3)ccc2O[C@H]1CN(C)C(=O)Nc1cccc2ccccc12	7	1	0.0	-5	-11	19	1.9	9
COc1ccc(S(=O)(=O)N(C)C[C@H]2Oc3ccc(NC(=O)NC(C)C)cc3C(=O)N([C@@H](C)CO)C[C@H]2C)cc1	.	9	0.2	.	.	.	-0.5	2
O=C(CSc1nccc(=O)[nH]1)Nc1ccc(S(=O)(=O)N2CCOCC2)cc1	7	-12	.	.	-4	6	0.1	8
CN(CC(=O)NC(=O)Nc1ccccc1F)Cc1ccccc1	0	47	-0.1	-53	-2	12	-0.5	-27
CNC[C@H]1Oc2ccc(NC(=O)NC3CCCCC3)cc2C(=O)N([C@H](C)CO)C[C@H]1C	5	10	-1.3	15	-10	7	1.2	-13

3 compounds already listed, arranged by their value in ERp5 inh, low to high:
molecule | ERp5 inh | GSIS activator | ARNT-TACC3 inh | CFTR F508del cor
CC(C)NC(=O)N(C)C[C@@H]1Oc2ccc(NS(=O)(=O)c3ccccc3)cc2C(=O)N([C@@H](C)CO)C[C@@H]1C | -3 | 20 | -3 | -0.1
COc1ccccc1NS(=O)(=O)c1cc(C(=O)N2CCCCCC2)ccc1C | 4 | -16 | 7 | 18*
C[C@@H]1CN([C@@H](C)CO)C(=O)c2cc(NC(=O)c3ccncc3)ccc2O[C@H]1CN(C)C(=O)Nc1cccc2ccccc12 | 7 | 1 | -11 | 1.9

Continued.
SMILES	ERp5 inh	GSIS activator	XiGFP reactiv	PAX8 inh HTS	ARNT-TACC3 inh	DENV2 CPE rescue	CFTR F508del cor	EWS-Fli block
O=CN1CCN(C(C(=O)NC2CCCCC2)c2cc3c(cc2[N+](=O)[O-])OCO3)CC1 (stereo not drawn)	-1	-3	-0.2	1	3	-5	0.3	-5
CN1CCN(CC#CCC2(O)c3ccccc3-c3ccccc32)CC1	-1	4	0.0	13	-1	1	-1.4	-5
CCC(CO)Oc1cc(NCc2ccccc2C)c2ncn(C(C)C)c2c1 (stereo not drawn)	-1	7	0.0	6	5	-19	-0.2	-2
Cc1ccc(C(=O)N/C(=C\c2cccs2)C(=O)NCc2cccnc2)cc1	.	-6	0.0	-4	0	.	.	.
O=C(c1cc(N2C(=O)C3C4CCC(C4)C3C2=O)ccc1Cl)N1CCN(c2ccccc2F)CC1 (stereo not drawn)	.	7	-0.1	11	0	.	.	.
COc1ccc(NC(=O)N(C)C[C@H]2Oc3ccc(NS(=O)(=O)c4ccc(F)cc4)cc3C(=O)N([C@H](C)CO)C[C@@H]2C)cc1	2&5	5&-16	0.1&-0.3	8	-6&-4	14&-23	-0.8&-0.7	-3&6
CCOc1ccc2nc(NC(=O)Cn3c(C)csc3=O)sc2c1	5	7	0.0	-27	.	7	-1.6	-26
C=CCOC(=O)C1=C(C)NC(=O)NC1c1cc(Cl)cc(Cl)c1OC (stereo not drawn)	3	-18	0.1	15	12	2	-0.5	15
COc1ccccc1CCn1cnc(Cc2cccc(F)c2)c1C(C)C	5	-11	0.1	-11	.	11	-1.6	28
COc1ccc([N+](=O)[O-])cc1N1C(=O)c2cccnc2C1=O	-4	-5	0.0	18	50*	2	-2.2	14
CC(=NNC(=O)c1ccncc1)c1cccc(Br)c1	-4	7	0.0	-17	4	?	2.2	2
Oc1c(Br)cc(Br)cc1C=Nc1ccc2[nH]ncc2c1	-9	-2	-0.3	4	25	1	0.1	-3
C[C@@H]1CN([C@H](C)CO)C(=O)c2cc(NC(=O)CCCN(C)C)ccc2O[C@@H]1CN(C)Cc1ccc(Oc2ccccc2)cc1	2	5	0.0	-8	22	.	2.9	.
C[C@H]1CN([C@@H](C)CO)C(=O)CCCn2cc(nn2)CO[C@@H]1CN(C)Cc1ccc2c(c1)OCCO2	-2	10	-0.1	.	-5	2	1.4	-13
CCS(=O)(=O)Nc1cccc(-c2nc3cccnc3s2)c1	-1	-9	0.0	-112	10	-1	1.2	-72
OCCNCCSc1nc(C2CCCCC2)n(-c2ccccc2Cl)n1	8	5	-0.2	2	3	0	1.5	2
CN(C)c1ccc(C(=O)NN2C(=O)c3ccccc3C2=O)cc1	5	1	0.0	-12	-1	5	0.1	-6
O=C(NC(=S)NCCCN1CCOCC1)c1cccc2ccccc12	2	23	0.0	1	27	-1	-3.4	-17

Screening results from PubChem.
